RNase H inhibition = RNase H inhibition, HIV 1 Gag Pol polyprotein, FRET biochemical assay, screening (AID 372); HIV-1 RT RNase H, FRET RNA/DNA substrate fluorescence; higher % means a stronger effect; inhibition, % at 10 µM; hits with a dose series show IC50 in µM; 0.77% of 100,000 active; in the data active = inhibition above about 50%
* = called active by the depositor. Only part of the results is shown (hit frequency here may not be typical).

SMILES	RNase H inhibition
COC(=O)C1=C(O)/C(=C\c2cc(OC)c(OC)c(OC)c2)N=C1C	2%
CC1=C(C)C(=O)N(CCC(=O)O)C1=O	13%
CC(C)(C)CC(C)(C)NC(=O)CSc1nc2ccccc2[nH]1	0%
N#C/C(=N/Nc1ccc(Cl)cc1)C(=N)N1CCCCCC1	5%
CCOC(=O)c1cnc2c(C)c(-c3ccccc3)[nH]n2c1=O	0%
Cc1[nH]n(-c2ccc([N+](=O)[O-])cc2)c(=O)c1N=Nc1cccc(C(=O)O)c1	1%
O=C1CC(N2CCN(c3ccc(Cl)cc3)CC2)C(=O)N1c1ccc(Cl)c(Cl)c1 (stereo not drawn)	2%
Cc1c(C(=O)Nc2ccc(O)c(-c3nc4ccccc4o3)c2)cccc1[N+](=O)[O-]	15%
COCC(O)Cn1c2ccccc2c2ccccc21 (stereo not drawn)	0%
COc1ccc(-n2nc3cc(C)c(NC(=S)NC(=O)c4ccc(C)c([N+](=O)[O-])c4)cc3n2)cc1	21%
COc1cc(/C=C2/SC(=S)N(C)C2=O)cc(Cl)c1OCCOc1ccc(C(C)(C)C)cc1	2%
CCOC(=O)c1ccc(NC(=O)/C=C/c2ccc(C(C)C)cc2)cc1	11%
N#CCC(=O)N/N=C/c1ccc(-c2ccccc2[N+](=O)[O-])o1	32%
Cc1ccc(-c2csc(NC(=O)Nc3cccc(Cl)c3)n2)cc1	11%
CCCC(C)C(=O)NCc1ccccc1OC (stereo not drawn)	11%
CC1CCN(S(=O)(=O)c2cccs2)CC1	5%
CCOc1cc(/C=C2/SC(=S)N(CC)C2=O)ccc1OCc1ccccc1C	13%
CC(C)=CCC/C(C)=C/CN1CCN(c2ccccc2F)CC1	3%
O=C(c1ccc(Cl)c(Cl)c1)N1CCN(Cc2ccc3c(c2)OCO3)CC1	7%
O=c1oc2cc(OCc3cccc(C(F)(F)F)c3)ccc2c2c1CCCC2	6%
O=C(NCCC(c1ccccc1)c1ccccc1)C1CCCCC1	0%
COc1ccc(Cl)cc1NC(=O)CCCOc1ccc(Cl)cc1Cl	4%
O=S(=O)(Oc1ccc2ccccc2c1)c1ccc(F)cc1	3%
COC(=O)c1c(NC(=O)C2CC=CCC2C(=O)O)sc2c1CCC(C(C)(C)C)C2 (stereo not drawn)	10%
COc1cc(/C=C2\C(=O)NN(c3ccccc3)C2=O)ccc1OCC(=O)O	0%

Single values from the entries so far.
In RNase H inhibition, CC(C)=CCC/C(C)=C/CN1CCN(c2ccccc2F)CC1 is listed with 3%
In RNase H inhibition, CC1CCN(S(=O)(=O)c2cccs2)CC1 is listed with 5%
In RNase H inhibition, CCOC(=O)c1cnc2c(C)c(-c3ccccc3)[nH]n2c1=O is listed with 0%
In RNase H inhibition, COc1cc(/C=C2\C(=O)NN(c3ccccc3)C2=O)ccc1OCC(=O)O is listed with 0%
In RNase H inhibition, N#C/C(=N/Nc1ccc(Cl)cc1)C(=N)N1CCCCCC1 is listed with 5%
In RNase H inhibition, CCOC(=O)c1ccc(NC(=O)/C=C/c2ccc(C(C)C)cc2)cc1 is listed with 11%
In RNase H inhibition, Cc1[nH]n(-c2ccc([N+](=O)[O-])cc2)c(=O)c1N=Nc1cccc(C(=O)O)c1 is listed with 1%

A second format for four compounds above.
> COC(=O)C1=C(O)/C(=C\c2cc(OC)c(OC)c(OC)c2)N=C1C
  RNase H inhibition: 2%
> CC1=C(C)C(=O)N(CCC(=O)O)C1=O
  RNase H inhibition: 13%
> CC(C)(C)CC(C)(C)NC(=O)CSc1nc2ccccc2[nH]1
  RNase H inhibition: 0%
> N#C/C(=N/Nc1ccc(Cl)cc1)C(=N)N1CCCCCC1
  RNase H inhibition: 5%

(cont.)
SMILES	RNase H inhibition
COc1ccc(C(=O)Nc2ccc3oc(-c4ccc(C)cc4)nc3c2)cc1Br	14%
COc1ccc(Br)cc1/C=N\Nc1c(F)c(F)c(C(F)(F)F)c(F)c1F	11%
O=C(CN(c1cc(Cl)cc(Cl)c1)S(=O)(=O)c1ccccc1)NCCSc1ccccc1	18%
N#CCCN(CCN1CCCC1)S(=O)(=O)c1ccc(-c2ccc([N+](=O)[O-])cc2)cc1	6%
COc1ccc(CCNC(=O)CSc2cccc3cccnc23)cc1OC	20%
COc1cccc(C2CC(=O)NC(SCc3ccccc3)=C2C#N)c1 (stereo not drawn)	15%
COc1ccc(C(NC(=O)/C=C\c2ccco2)c2ccc(OC)cc2)cc1	22%
CSCCOC(=O)C1=C(C)NC(=O)NC1c1cccc(Br)c1 (stereo not drawn)	0%
Cc1cccc(C)c1OCCn1cc(/C=c2\sc3nc4ccccc4n3c2=O)c2ccccc21	13%
O=C1/C(=C\c2ccc(I)cc2)SC(=S)N1c1cccc(Cl)c1	22%
COc1ccc(C)cc1NC(=O)c1ccc(C)cc1Cl	9%
COC(=O)C1=C(C)NC(=O)NC1c1ccc(-c2ccccc2Cl)o1 (stereo not drawn)	7%
COC(=O)C1=C(C)NC(=S)NC1c1ccc(SC)cc1 (stereo not drawn)	16%
CS(=O)(=O)N(CC(=O)Nc1ccc(Cl)cc1)c1ccc(Br)cc1	2%
O=[N+]([O-])c1ccc(Cl)c(S(=O)(=O)Oc2ccc(Cl)cc2)c1	26%
O=C1c2ccccc2C(=O)N1/N=C/c1cccc(Cl)c1Cl	11%
CSc1ccccc1N=Cc1cc(Br)ccc1O	0%
COc1ccccc1/C=C(\NC(=O)c1ccccc1)C(=O)Nc1ccc(Cl)cc1	0%
CCOC(=O)c1[nH]c2c(C)cccc2c1CCN1C(=O)c2ccccc2C1=O	10%
C=Cn1cc[n+](CC(=O)c2ccc(Cl)cc2)c1	1%
COc1ccc(/C=C2/SC(=O)N(CNc3cc(F)ccc3C)C2=O)cc1OC	3%
O=C(Cc1ccc(Cl)cc1)NNC(=O)c1cc(Cl)ccc1O	11%
O=C(NC(NC(=S)Nc1ccc(Cl)c(Cl)c1)C(Cl)(Cl)Cl)c1ccc(F)cc1 (stereo not drawn)	1%
COc1ccc(S(=O)(=O)Oc2ccc(/C=N/NS(=O)(=O)c3ccc(C)cc3)cc2)cc1	9%
COC(=O)c1ccc(NC(=O)CC2SCCNC2=O)cc1 (stereo not drawn)	0%

Brought forward from above: three entries, then new ones.
SMILES	RNase H inhibition
O=C(NC(NC(=S)Nc1ccc(Cl)c(Cl)c1)C(Cl)(Cl)Cl)c1ccc(F)cc1 (stereo not drawn)	1%
COc1ccc(S(=O)(=O)Oc2ccc(/C=N/NS(=O)(=O)c3ccc(C)cc3)cc2)cc1	9%
COC(=O)c1ccc(NC(=O)CC2SCCNC2=O)cc1 (stereo not drawn)	0%
CCc1ccccc1NS(=O)(=O)c1cccc([N+](=O)[O-])c1	0%
CC1(C)CC(=O)C([N+](=O)[O-])=C(NCCO)C1	4%
O=C(NC(=S)Nc1cc([N+](=O)[O-])ccc1F)c1ccccc1	5%
O=[N+]1C(c2ccco2)=C(c2ccco2)N([O-])C2CCCCC21 (stereo not drawn)	0%
O=C1Nc2ccccc2C1=Cc1nc2ccccc2c(=O)n1-c1cccc([N+](=O)[O-])c1	19%
CC(NC(c1ccccc1)(c1ccccc1)c1ccccc1)C(=O)O (stereo not drawn)	3%
CCc1ccc(-c2nc3cc(NC(=O)c4ccc(F)cc4)ccc3o2)cc1	5%
Cc1cc(C)n(C(=O)CN2C(=O)c3ccccc3C2=O)n1	3%
CCc1ccccc1NC(=O)CSCc1ccccc1Cl	20%
O=C1N=C(N2CCOCC2)S/C1=C/c1ccc(Cl)cc1Cl	37%
C=CCOc1c(Br)cc(C=O)cc1OCC	28%
CC1=C(C(=O)OCCOC(C)C)C(c2cccc(OCc3ccccc3)c2)NC(=O)N1 (stereo not drawn)	4%
Cc1ccc(-c2n[nH]c(=S)n2N=Cc2ccc(OCc3ccccc3)cc2)cc1	19%
O=C(COc1ccc(Br)cc1)Nc1ccc(Cl)cc1Cl	22%
CCOc1ccc(C2Nc3ccc4ccccc4c3C3=C2C(=O)CC(C)(C)C3)cc1OC (stereo not drawn)	6%
COc1cccc(-c2nc(-c3ccc(C)cc3)no2)c1	0%
O=c1oc2cc([N+](=O)[O-])ccc2nc1/C=C(\O)c1ccc(Br)cc1	6%
Cc1ccc(C2CC(C(F)(F)F)n3nc(C(=O)NCc4cccs4)cc3N2)cc1 (stereo not drawn)	14%
CCc1c(C)sc(NC(=O)C(CC)c2ccccc2)c1C(=O)OC (stereo not drawn)	13%
CC(C)CCN1C(=O)c2ccc(C(=O)Nc3ccccc3C(=O)O)cc2C1=O	1%
CC(=O)Nc1c(C)cc(C(O)(C(F)(F)F)C(F)(F)F)cc1C	9%
O=C(Nc1ccccc1Cl)NC1CCCCC1	2%
O=C(NCc1ccco1)c1cc2n(n1)C(C(F)(F)F)CC(c1ccc(Cl)cc1)N2 (stereo not drawn)	10%
COc1ccc(C(=O)N2c3ccccc3C(C)(c3ccccc3)CC2(C)C)cc1 (stereo not drawn)	23%
O=CN1CCN(C(=O)COc2ccc3ccccc3c2)CC1	3%
N#C/C(=C\c1ccc(-c2ccc([N+](=O)[O-])cc2)o1)C(=O)Nc1ccc(Cl)cc1	0%
Cc1ccc(NC(=S)NC(=O)c2cccc([N+](=O)[O-])c2)cc1Cl	14%
CC(C)c1ccc(/C=N/NC(=O)C(=O)NC2CCCCC2)cc1	15%
O=C(N/N=C\c1c(Cl)cccc1Cl)c1cnccn1	7%
N#C/C(=C\c1ccc(C(=O)O)cc1)C(=O)NCc1ccco1	11%
Clc1cc2c(cc1CSc1nnnn1-c1ccccc1)OCO2	34%
Cc1ccc(NCC(=O)N/N=C\c2cccc(OC(=O)c3ccc4c(c3)OCO4)c2)cc1	10%
COc1ccc(C(=O)NC(=S)Nc2ccccc2[N+](=O)[O-])cc1	9%
Cc1ccc(C)c(NCc2cccnc2)c1	8%
Cc1ccc(/C(O)=C2/C(=O)C(=O)N(CCCn3ccnc3)C2c2ccccc2)cc1 (stereo not drawn)	13%
CC(=O)Nc1ccc(C2Nc3cc(C)c(C)cc3NC3=C2C(=O)CC(C)(C)C3)cc1 (stereo not drawn)	1%
O=C(Oc1cc(Cl)cc(Cl)c1)c1ccc([N+](=O)[O-])cc1	15%
CCN1C(=O)c2cccc3c(S(=O)(=O)N(C)c4ccccc4)ccc1c23	6%
CC(=O)c1ccc(NC(=S)NC(=O)c2ccc(Cl)cc2)cc1	17%
Cc1oc(-c2ccccc2)cc1C(=O)Nc1ccc2c(c1)OCO2	15%
O=C(Cn1c(NCCO)nc2ccccc21)c1cccc(Br)c1	3%
COc1ccc(OC)c(C2Sc3ccccc3NC3=C2C(=O)c2ccccc23)c1 (stereo not drawn)	0%
O=C(N/N=C/c1ccccn1)/C(=C\c1cccs1)NC(=O)c1ccccc1	48%
C=CCOc1ccc(/C=C/C(=O)c2ccc3c(c2)OCCO3)cc1	6%
CC1=C(C(=O)OC2CCCC2)C(c2ccc(C)o2)C2=C(CC(c3cccs3)CC2=O)N1 (stereo not drawn)	19%
COc1ccc(C2CC(=O)C3=C(C2)Nc2ccccc2NC3c2ccccc2OC(C)C)cc1OC (stereo not drawn)	9%
Cc1ccccc1OCC(=O)Nc1cccc(F)c1	3%
COc1ccc(/C=C2\SC(=S)N(CC(C)C)C2=O)c(OC)c1	9%
O=C(Nc1nc(-c2ccc(F)cc2)cs1)c1ccc2c(c1)OCO2	1%
COc1ccc(Cl)cc1NS(=O)(=O)c1ccc(Cl)cc1	15%

More structures:
SMILES	RNase H inhibition
Cc1ccc(C=C2C(=O)NC(=O)NC2=O)cc1	3%
CCNc1nc(NC(C)C)nc(OCC)n1	0%
O=C(Nc1ccc(C2CCCCC2)cc1)C1=C(O)CCn2c1nc1ccccc12	40%
O=c1oc2cc([N+](=O)[O-])ccc2nc1/C=C(\O)c1cccs1	18%
Cc1ccc(C(=O)C[n+]2ccccc2C)cc1[N+](=O)[O-]	15%
O=C(/C=C/c1ccc(Cl)cc1Cl)Nc1cccc(NC(=O)c2ccco2)c1	15%
CCC(C)OC(=O)C1=C(C)NC2=C(C(=O)CC(c3ccccc3)C2)C1c1cc(Br)c(O)c(OC)c1 (stereo not drawn)	24%
O=C(N/N=C/C(Br)=C/c1ccccc1)c1cc(-c2ccc3ccccc3c2)n[nH]1	11%
O=C(CC(c1ccccc1)c1ccccc1)Nc1ccccc1Br	0%
Cc1cc(C)c(NS(=O)(=O)c2ccc(Cl)c([N+](=O)[O-])c2)c(C)c1	7%
O=C(COc1ccc([N+](=O)[O-])cc1)Nc1ccc(Cl)cn1	7%
CCOc1cc(C=C2C(=O)NC(=S)NC2=O)cc(I)c1O	11%
CCN(CC)c1ccc(C2C(C(=O)OC(C)C)=C(C)NC3=C2C(=O)CC(c2ccc(Cl)cc2)C3)cc1 (stereo not drawn)	2%
O=c1[nH]c(=S)n(-c2ccccc2)c(O)c1/C=C1/C=CC=N1	11%
O=C(Nc1nnc(/C=C/c2ccccc2)s1)c1ccco1	3%
COc1ccc2cc(S(=O)(=O)Oc3cccc4cccnc34)ccc2c1	14%
COc1cc(C)ccc1OCCOCCOc1cc(Cl)ccc1Cl	31%
Cc1c(C2(c3c(C)n(C)n(-c4ccccc4)c3=O)C(=O)Nc3c(Br)cc(Br)cc32)c(=O)n(-c2ccccc2)n1C	25%
CCSCCOC(=O)C1=C(C)NC2=C(C(=O)CC(c3ccc(Cl)cc3)C2)C1c1ccc(N(C)C)cc1 (stereo not drawn)	7%
COc1cccc(NC(=O)C(=O)NCc2ccc(Cl)cc2)c1	15%
CC(=O)Oc1ccc(C(=O)Nc2cccc(-c3nnc(-c4ccccc4)o3)c2)cc1	49%
CCCC(=O)NC(c1ccc(C)cc1)c1c(O)ccc2ccccc12 (stereo not drawn)	7%
Oc1c(C=Nc2cccc3ccccc23)sc2ccccc12	9%
c1cc2c(cc1CNC13CC4CC(CC(C4)C1)C3)OCO2	10%
COC(=O)c1ccc(NC(=S)NC(=O)c2ccc(Cl)cc2)cc1	3%
COc1ccc(CCNC(=O)c2ccc([N+](=O)[O-])cc2)cc1OC	0%
O=c1oc(-c2ccc([N+](=O)[O-])cc2)nc2cc(Cl)ccc12	9%
CCc1ccc2oc(-c3ccc(NC(=O)c4ccc(OC)c([N+](=O)[O-])c4)cc3)nc2c1	0%

From PubChem BioAssay
